Screening results deposited in PubChem by National Center for Advancing Translational Sciences (NCATS).
IMPase cell inh – membrane-permeable compound that blocks inositol monophosphatase. CHO-M1 cells, IP1 accumulation, HTRF TR-FRET ratio. inhibition (IP1 accumulation), % at 46.1 µM. 120,000 tested, under 10 active; active means well fitted curve in the direction sought with a large enough effect in the signal ratio, not every such curve was filed as active; inconclusive means small, poorly fitted or top-dose-only effect, or a change in a side signal; inactive means no such curve, though single readings can be large or run the other way; the % refers to the signal ratio;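 further: cells stimulated with carbachol in lithium chloride buffer; plate controls were DMSO basal wells for no effect and reference inhibitor wells for full effect; higher means more IMPase inhibition seen as more IP1 and lower FRET ratio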
Target sequence (P97697 whole entry, looked up): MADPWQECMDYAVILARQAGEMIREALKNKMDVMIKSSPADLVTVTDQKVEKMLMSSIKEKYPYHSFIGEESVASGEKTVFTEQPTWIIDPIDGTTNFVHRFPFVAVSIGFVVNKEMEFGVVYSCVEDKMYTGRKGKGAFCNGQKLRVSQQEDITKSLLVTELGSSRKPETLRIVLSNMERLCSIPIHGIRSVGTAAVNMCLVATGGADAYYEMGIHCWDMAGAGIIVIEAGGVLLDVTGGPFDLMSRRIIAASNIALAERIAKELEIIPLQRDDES
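In this qHTS, compounds (final up to 46 uM) act on CHO-M1 cells that are then activated through the M1 receptor with carbachol, in pH 7.4 buffer containing 50 mM LiCl, for 30 min. IP1 accumulation is quantified by the IP-One immunoassay.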
ALOX15B inhib – 15-hLO-2 (ALOX15B) enzyme inhibition; Potency, µM (series often up to 57.1 µM), for the others: at the highest dose activity change, negative = inhibition, most hits filed as inhibitors; AID 881; purified 15hLO-2, xylenol orange hydroperoxide absorbance; O15296; hit rate 0.56% among 110,000; further: potency means the concentration at half of the fitted maximal effect; nearly all actives have a fitted effect of over 60% in size; many of its hits are not listed in these tables
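Enzyme 50 nM, AA 45 uM, 25 mM Hepes pH 7.5 + 0.01% Triton X-100; cpd preinc 15 min RT, rxn 90 min RT; stop/detect with 200 uM XO + 300 uM Fe(II) in 50 mM H2SO4, 30 min; A573/A405.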
PNC inhibitor – blocks assembly of the perinucleolar compartment | PC3M PTB-GFP, PNC prevalence imaging, 16 h; stronger effect = lower value | activity change (PNC), negative = inhibition, % at 10 µM | hit rate 3.1% among 140,000 | AID 2417;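 active means readout at or below -70, meaning at least 70% loss of cells showing the perinucleolar compartment, a nuclear body marking cancer cells; inconclusive means readout between -30 and a set limit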;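 further: plate controls were DMSO wells for no effect and camptothecin positive control wells for full effect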
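PC3M cells stably expressing PTB-GFP, 750–1000 cells/well, treated 16 h at 37 °C with compound (23 nl of library stock), in duplicate. After paraformaldehyde fixation and Hoechst stain, imaged at 20x; PNC prevalence scored by image analysis.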
12-hLO inh – inhibitors of human 12-lipoxygenase (ALOX12). P18054. purified 12-hLO, xylenol orange hydroperoxide absorbance. Potency, µM (top dose mostly 57.1 µM), for inactives: at the highest dose activity change, negative = inhibition, actives largely listed as inhibitors. hit rate 0.12% among 150,000. AID 1452; further: potency means the concentration at half of the fitted maximal effect; nearly all actives have a fitted effect of over 55% in size; many of its hits are not listed in these tables
Target sequence (P18054 whole entry, looked up): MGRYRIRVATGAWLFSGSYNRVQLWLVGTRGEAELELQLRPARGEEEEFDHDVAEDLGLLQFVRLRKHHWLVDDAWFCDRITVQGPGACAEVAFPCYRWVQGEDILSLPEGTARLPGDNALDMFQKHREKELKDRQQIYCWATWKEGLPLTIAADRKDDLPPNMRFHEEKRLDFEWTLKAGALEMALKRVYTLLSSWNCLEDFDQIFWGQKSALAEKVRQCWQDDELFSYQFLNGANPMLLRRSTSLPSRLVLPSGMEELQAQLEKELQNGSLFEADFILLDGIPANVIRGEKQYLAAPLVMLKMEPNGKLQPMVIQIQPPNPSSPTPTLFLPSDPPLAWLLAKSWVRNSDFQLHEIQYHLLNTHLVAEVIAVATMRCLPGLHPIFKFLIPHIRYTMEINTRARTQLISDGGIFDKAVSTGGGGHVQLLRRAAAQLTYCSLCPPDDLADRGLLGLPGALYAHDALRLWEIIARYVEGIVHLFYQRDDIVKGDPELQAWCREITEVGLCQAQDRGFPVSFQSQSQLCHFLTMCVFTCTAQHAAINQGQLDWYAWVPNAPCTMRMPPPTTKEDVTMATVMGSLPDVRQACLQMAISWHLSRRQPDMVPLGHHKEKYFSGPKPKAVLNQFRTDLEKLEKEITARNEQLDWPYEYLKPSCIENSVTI
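Purified human 12hLO (150 nM), preincubated 15 min with compound, then 40 uM arachidonic acid for 30 min, room temperature, Hepes pH 7.0 with 0.01% Triton X-100. Hydroperoxide detected by ferrous iron/xylenol orange; 573/405 nm absorbance ratio gives reaction progress.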
An asterisk follows results filed as active; ? = inconclusive; . = not tested or not shown; [ ] = remark or other dose. Unless noted, the call rests on the fitted dose curve; in most records, active means well fitted curve in the direction sought with a large enough effect; inconclusive means small, poorly fitted or top-dose-only effect, or another doubt; inactive means no such curve, though single readings can be large; an effect the other way counts as inactive or inconclusive. Unless noted, on the % scale 0 is the no-effect control and ±100 the full control effect.

IMPase cell inh,ALOX15B inhib,PNC inhibitor,12-hLO inh,SMILES
12,7%,-25,-3%,COc1ccc2nc(SCC(=O)Nc3ccccc3C#N)[nH]c2c1
0,-12%,25,-2%,O=C1CC(c2ccccc2)Cc2nc3ncnn3cc21 (stereo unspecified)
1,-1%,-22,-4%,COc1ccc(S(=O)(=O)N2CCSC2c2ccc(N)cc2)cc1 (stereo unspecified)
-7,2%,5,-4%,CN(C)S(=O)(=O)c1ccc(N2CCN(S(=O)(=O)c3ccc(F)cc3)CC2)c(Cl)c1
6,11%,38,-5%,C/C(=C\C(=O)c1ccccc1)Nc1ccc(Br)c(Cl)c1
-5,12%,36,-1%,Cc1cc(S(=O)(=O)NC2CCCCC2)ccc1OCC(=O)NCc1ccccn1
-5,-5%,?,4%,O=S(=O)(NCCc1csc(-c2cccnc2)n1)c1ccc(Cl)s1
0,4%,15,4%,CC(C)CCOc1ccc(C2(C)NC(=O)N(CN3CCOCC3)C2=O)cc1 (stereo unspecified)
-2,.,-19,-7%,CCOC(=O)C1=C(C)Nc2nnnn2C1c1ccc(OC)c(Br)c1 (stereo unspecified)
0,0%,8,-5%,O=C1CC(N2CCC(c3nc4ccccc4s3)CC2)C(=O)N1Cc1ccccc1 (stereo unspecified)
.,.,1,-4%,CN(C)CC/C=C1/c2cc(F)ccc2CSc2ccc(F)cc21
.,-4%,.,-1%,C=CCCC
-9,?,1,-12%,C/C(CC(=O)Nc1ccc(OCc2ccccc2)cc1)=N\NC(=O)C(=O)Nc1ccc(C)c(Cl)c1
14,-12%,-23,-10%,COc1ccccc1C/C(N)=N/OC(=O)COc1cccc2ccccc12
3,-5%,9,-2%,Cc1sc2nc3ccc(N4CCCCC4)nn3c(=O)c2c1C
3,-18%,-2,-1%,C/C(=C\C(=O)c1ccncc1)Nc1ccccc1O
.,.,10,-1%,Cc1cccc(/C=N/N2CCN(c3ccccc3)CC2)c1
-8,1%,10,-4%,O=C(/C=N/O)NCC1CCNCC1
.,.,6,-2%,Cc1ccc(S(=O)(=O)NNC(=O)C(O)(c2ccccc2C)c2ccccc2C)cc1
11,71%[activator],-109*,4%,Brc1ccc(OCc2ccccc2)c(CNCc2ccncc2)c1
9,-6%,60,1%,O=C1CSC(c2ccccn2)N1c1ccc(Cl)c(Cl)c1 (stereo unspecified)
-5,18%,12,-8%,CCOC(=O)c1c(NC(=O)CSc2n[nH]c(N)n2)sc(CC)c1C
8,.,27,-14%,Cc1ccc(Cn2nnc3c(=O)[nH]c(C4CCCN(C(=O)Nc5ccc(F)cc5F)C4)nc32)cc1 (stereo unspecified)
7,.,-15,-12%,COc1ccccc1CN(C)CC(=O)Nc1ccc(Cl)cc1C(F)(F)F
-5,1%,?,0%,CN1CCN(S(=O)(=O)c2ccc(Sc3nnc(-c4cccs4)n3-c3ccccc3)nc2)CC1
21,25µM*,.,?,CN=C1N[C@H](c2ccccc2)N(c2ccccc2)S1
-2,11%,5,-3%,CC1OC(Nc2ccc(OC(F)(F)F)cc2)C(O)C(O)C1O (stereo unspecified)
-4,-1%,17,-1%,Cc1ccc(C(=O)NCC2CCCO2)cc1N1CCCC1=O (stereo unspecified)
.,.,-23,-1%,CC(C)C(=O)NC(=S)Nc1ccc(S(=O)(=O)N(C)C)cc1
-5,-1%,-24,2%,CCCn1c(N2CCN(CC(=O)Nc3ccc4c(c3)OCCO4)CC2)nc2ccccc21
-3,4%,?,-7%,Cc1nc(SCc2nnc(-c3ccc(Cl)cc3)o2)c2c3c(sc2n1)CCC3
.,.,-13,0%,COC(=O)c1sc(-c2ccccc2)cc1NC(=O)c1ccccc1
5,4%,?,0%,COc1ccc(OCC(=O)N2CCN(C(=O)Cc3ccccc3)CC2)cc1
2,-3%,3,1%,Cc1ccc(C(=O)N2CCN(c3ccc(C(F)(F)F)cn3)CC2)cc1
2,?,?,?,Cc1cccc(NC(=S)NN(Cc2ccccc2)c2ccccc2)c1C
.,.,33,-1%,N#Cc1c2n(c3c(=O)n(CC(=O)c4ccc([N+](=O)[O-])cc4)cnc13)CCCCC2
-12,.,-24,-7%,CCCc1cc(C(=O)NNC(=S)NCC2CCCO2)cs1 (stereo unspecified)
8,0%,37,-5%,CC(C)(C)C(=O)C(Oc1cccc2nonc12)n1cncn1 (stereo unspecified)
-3,1%,?,-3%,O=C(Nc1ncc([N+](=O)[O-])s1)C1CCN(S(=O)(=O)c2cnc[nH]2)CC1
-11,?,.,-25%,O=C1Nc2ccc(I)cc2/C1=C/c1cc(Br)c(O)c(Br)c1
-2,12%,13,-4%,CCn1c(-c2ccc(F)cc2)cnc1SCC(=O)N1CCCCC1C (stereo unspecified)
3,7%,-20,-1%,Cc1cc(C)cc(NC(=O)N2CCC(NC(=O)c3ccc(F)cc3)CC2)c1
-8,-3%,-20,-10%,CC1CCN(S(=O)(=O)c2cccc(C(=O)NCc3cccs3)c2)CC1
11,-4%,40,-3%,O=C1c2ccccc2S(=O)(=O)N1CCOc1ccccc1
2,4%,44,3%,CCOc1ccccc1NC(=O)CN1CCC(NC(=O)c2ccccc2)CC1
.,.,6,-7%,Cc1cc(C(=O)CSc2ccc3c(c2)OCCO3)c(C)n1C1CC1
.,.,-8,1%,O=C(N/N=C/CCc1ccccc1)C1CCCCC1
6,-6%,?,1%,FC(F)(F)c1ccc(N2CCN(c3ncnc4c3nnn4Cc3ccccc3)CC2)nc1
.,.,11,2%,Cc1cc(C)c(C)c(OCCCN(C)C)c1
10,-9%,11,-6%,CC(C)N1C(=O)C(Cc2nc3ccccc3c(=O)n2-c2ccccc2)c2ccccc21 (stereo unspecified)
-17,-16%,52,-8%,O=C(Nc1ccc(-c2nc3ccccc3[nH]2)cc1)c1ccc2c(c1)OCO2
2,.,-6,-1%,CC(CCc1ccccc1)NC(=O)c1ccc(NC(=O)c2ccccc2)cc1 (stereo unspecified)
-17,.,-27,2%,CC(=O)NC(CCS(C)(=O)=O)C(=O)Nc1cc(C)on1 (stereo unspecified)
-8,2%,39,2%,CCOc1ccc(C(=O)Nc2c3c(nn2-c2cccc(C)c2C)CS(=O)C3)cc1 (stereo unspecified)
7,2%,?,-1%,CC(C)n1c(N2CCN(C(=O)c3cccs3)CC2)nc2ccccc21
7,-3%,-19,-2%,CCCCNc1ncnc2c1cnn2-c1ccccc1
5,-10%,-2,-1%,COc1cccc2c1OC1(C)CC2NC(=O)N1c1cccc(C(=O)Nc2ccc3c(c2)OCCO3)c1 (stereo unspecified)
?,.,-29,-3%,CC(C)COP(=O)(OCC(C)C)C(O)c1ccc(F)cc1 (stereo unspecified)
3,-1%,-29,4%,CCn1c(CNC(=O)COc2c(C)cccc2C)nnc1SCC(=O)Nc1nccs1
-4,-7%,29,3%,COC(=O)C1=C(C)N(C)C(=O)NC1c1ccccc1 (stereo unspecified)

(further entries)
IMPase cell inh,ALOX15B inhib,PNC inhibitor,12-hLO inh,SMILES
9,5%,-9,-5%,COC(=O)c1cc(=O)n(Cc2ccc(OC)c(OC)c2)c(=Nc2ccc(F)cc2)s1
4,?,39,?,Cc1ccc(SCCNC(=S)Nc2cc(C)ccc2C)cc1
?,1%,12,-8%,CN1CCN(c2cc(=O)n(Cc3ccc(F)cc3)c(=O)[nH]2)CC1
7,5%,-29,4%,O=C(NCc1nc(-c2ccccc2)no1)c1ccc(Br)o1
4,4%,28,7%,Cc1ccc(-c2nnc(OCCN3CCOCC3)c3ccccc23)cc1
6,.,34,-1%,COc1ccc(C2CC(c3cccs3)=NN2C(=O)CSc2nc3ccccc3s2)cc1 (stereo unspecified)
8,3%,?,-4%,Clc1ccc(NCc2nnc3n2CCCCC3)cc1
-7,-5%,-26,-5%,COc1ccc2oc(=O)c(C(=O)n3ccc(C)n3)cc2c1
2,-14%,?,-15%,CCN1/C(=C(\O)c2ccccc2)C(=O)c2ccccc2S1(=O)=O
15,3%,-19,2%,CCOC(=O)N1CCC(N(C(=O)Nc2cccc(OC)c2)C(C)CC)CC1 (stereo unspecified)
1,-7%,-10,-3%,O=C(CCn1[nH]c(=O)c2ccccc2c1=O)N1CCOCC1
.,.,-6,-1%,CCOC(=O)NN1C(=O)c2ccccc2NC1c1cccc(O)c1 (stereo unspecified)
.,.,-17,-14%,O=C(CCN1C(=O)c2ccccc2C1=O)NC(=S)Nc1ccccc1Cl
11,0%,27,6%,COc1ccccc1CNC(=O)C(CC(C)C)NS(=O)(=O)c1ccc2c(c1)oc(=O)n2C (stereo unspecified)
-6,-6%,31,-1%,Cc1ccccc1-n1c(N)cc(=O)[nH]c1=S
5,-3%,-29,-6%,Cc1ccc(-c2nnn(CC(=O)N(CC(=O)NC(C)C)c3cnc4ccccc4c3)n2)o1
.,.,29,-7%,CCOc1ccc(-c2cn(-c3ccc(OC)cc3)c(SC)n2)cc1
.,.,9,-7%,Cc1ccc(CN=c2c([N+](=O)[O-])nn(-c3ccc4c(c3)OCCO4)n2O)cc1
4,2%,27,1%,CC1(C)CC(=O)N(CC(=O)NC2CCCC2)c2ccccc2S1(=O)=O
5,-1%,-24,-3%,CCOc1ccc(C(=S)NC2CCCCC2)cc1OC
-8,-2%,?,-2%,O=C(NN1CCOCC1)c1cc(-c2cccc(Cl)c2)nc2ccccc12
.,.,42,-1%,C/C(=N\NC(=O)c1ccc(CSc2nncn2C)cc1)c1ccc(Cl)cc1
5,.,58,4%,CC(C)c1ccc(S(=O)(=O)c2cc3cc(Br)ccc3oc2=O)cc1
12,0%,?,-4%,COC(=O)c1cccc(NC(=O)NC23CC4CC(CC(C4)C2)C3)c1
0,8%,?,7%,C=CCN1C(=O)CN=C1Nc1ccc(OC)cc1OC
.,.,?,0%,Cn1cc(/C=N/NC(=O)COc2ccccc2[N+](=O)[O-])c2ccccc21
.,-4%,.,2%,COc1ccc(NC(=O)N2CCC3(CC2)CCN(C(=O)c2csnn2)CC3)cc1

Given comma-delimited: 12 of the compounds above.
Compound,IMPase cell inh,ALOX15B inhib,PNC inhibitor,12-hLO inh
Cc1ccc(-c2nnn(CC(=O)N(CC(=O)NC(C)C)c3cnc4ccccc4c3)n2)o1,5,-3%,-29,-6%
CCOc1ccc(-c2cn(-c3ccc(OC)cc3)c(SC)n2)cc1,.,.,29,-7%
Cc1ccc(CN=c2c([N+](=O)[O-])nn(-c3ccc4c(c3)OCCO4)n2O)cc1,.,.,9,-7%
CC1(C)CC(=O)N(CC(=O)NC2CCCC2)c2ccccc2S1(=O)=O,4,2%,27,1%
CCOc1ccc(C(=S)NC2CCCCC2)cc1OC,5,-1%,-24,-3%
O=C(NN1CCOCC1)c1cc(-c2cccc(Cl)c2)nc2ccccc12,-8,-2%,?,-2%
C/C(=N\NC(=O)c1ccc(CSc2nncn2C)cc1)c1ccc(Cl)cc1,.,.,42,-1%
CC(C)c1ccc(S(=O)(=O)c2cc3cc(Br)ccc3oc2=O)cc1,5,.,58,4%
COC(=O)c1cccc(NC(=O)NC23CC4CC(CC(C4)C2)C3)c1,12,0%,?,-4%
C=CCN1C(=O)CN=C1Nc1ccc(OC)cc1OC,0,8%,?,7%
Cn1cc(/C=N/NC(=O)COc2ccccc2[N+](=O)[O-])c2ccccc21,.,.,?,0%
COc1ccc(NC(=O)N2CCC3(CC2)CCN(C(=O)c2csnn2)CC3)cc1,.,-4%,.,2%
